LmPK inh – qHTS Assay for Inhibitors of Leishmania Mexicana Pyruvate Kinase (LmPK); Potency, µM (series often up to 57.5 µM), without a hit: at the top dose activity change, negative = inhibition, actives largely listed as inhibitors; purified LmPK, Kinase-Glo ATP luminescence, 1 h; Q27686; AID 1721, 2009; 290,000 compounds, 0.37% hits
Target sequence (Q27686 whole entry, looked up): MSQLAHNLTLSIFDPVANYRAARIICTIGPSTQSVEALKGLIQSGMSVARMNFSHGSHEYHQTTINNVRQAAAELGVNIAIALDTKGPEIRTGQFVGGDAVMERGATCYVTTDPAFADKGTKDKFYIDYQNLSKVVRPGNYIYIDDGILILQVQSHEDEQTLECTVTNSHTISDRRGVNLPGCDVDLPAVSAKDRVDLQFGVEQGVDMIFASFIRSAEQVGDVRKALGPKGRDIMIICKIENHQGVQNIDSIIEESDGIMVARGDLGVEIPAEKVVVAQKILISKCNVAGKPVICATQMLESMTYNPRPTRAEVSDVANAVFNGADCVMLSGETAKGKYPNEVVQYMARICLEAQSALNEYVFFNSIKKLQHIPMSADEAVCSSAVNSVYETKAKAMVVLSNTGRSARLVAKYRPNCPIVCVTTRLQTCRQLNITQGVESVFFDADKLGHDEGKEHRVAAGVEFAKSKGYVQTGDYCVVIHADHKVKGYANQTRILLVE
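Purified LmPK (0.1 nM) converted ADP (0.1 mM) to ATP with PEP (0.5 mM) in imidazole buffer pH 7.2 with KCl and MgCl2, 1 h at room temperature. ATP was read by Kinase-Glo luminescence; data normalized to uninhibited and no-enzyme controls.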
TbPYK inhibitor – qHTS of Trypanosoma Brucei Inhibitors; TbPYK enzyme, Kinase-Glo Plus ATP luminescence, 45 min; Potency, µM (highest dose often 76.8 µM), for the others: at the highest dose activity, negative = inhibition, usual class: inhibitors; 410,000 compounds, 0.12% hits; AID 624173, 2012; further: nearly all actives have a fitted effect of over 50% in size
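ADP (130 uM final) triggers the TbPYK reaction after compound addition; incubation is 45 min at room temperature. Kinase-Glo Plus is then added and luminescence imaged. Normalized data are fitted to concentration-effect curves.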
HCV inh – qHTS Assay for Inhibitors of Hepatitis C Virus (HCV). Huh7.5.1 HCVcc-Cre infection, luciferase reporter, 44 h. Potency, µM (doses to about 41.8 µM), for inactives: top-dose activity change, negative = inhibition, most hits filed as inhibitors. 340,000 compounds, 3.4% hits
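Cells seeded at 1,000/well and cultured 4 h, then compounds added followed by HCVcc-Cre virus (~0.5 moi). After 44 h further culture, luciferase substrate was added, plates held 15 min at room temperature, and luminescence read for 15 sec.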
Pf growth 48h – Primary qHTS for delayed death inhibitors of the malarial parasite plastid, 48 hour incubation. P. falciparum luciferase growth in erythrocytes, 48 h. Potency, µM (titrated, usually from 28.7 µM), for the others: top-dose activity change, negative = inhibition, hits mostly inhibitors. 310,000 compounds, 5.9% hits. AID 504832, 2011
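A one-generation exposure of luciferase-tagged malaria parasites in RPMI 1640/Albumax erythrocyte culture, 37 C and 5% CO2. Inhibition is inferred from decreased luminescence after adding detection reagent.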
Sm TGR inh – qHTS Assay for the Inhibitors of Schistosoma Mansoni Peroxiredoxins. purified TGR, DTNB reduction, TNB absorbance 405 nm. 360,000 compounds, 3% hits. AID 485364, 2010. Potency, µM (series often up to 114 µM), inactives show at the highest dose activity change, negative = inhibition, most hits filed as inhibitors; further: nearly all actives have a fitted effect of over 60% in size
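TGR 20 nM + NADPH 100 uM (dispensed conc.), cpd preinc 15 min RT; start with NADPH (500 uM addition) then DTNB (15 mM addition). Kinetic TNB absorbance, 405 nm filter. Four-parameter Hill fit across titration.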
Pf growth 96h – Primary qHTS for delayed death inhibitors of the malarial parasite plastid, 96 hour incubation. P. falciparum luciferase reporter growth, 96 h. Potency, µM (top dose mostly 28.7 µM), without a hit: top-dose activity change, negative = inhibition, most hits filed as inhibitors. 320,000 compounds, 6.9% hits. AID 504834, 2011
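Plates of compound plus infected erythrocytes (2% hematocrit, 0.05% parasitemia final) incubate 96 hours, 37 C, 5% CO2. Detection reagent added; reduced luminescence from the parasites' luciferase reporter flags inhibition.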
* hit, by the source's call; ? = inconclusive; . = no result given; [ ] = another dose, or the depositor's remark. The call rests on the fitted dose curve; in most records, active means well fitted curve in the direction sought with a large enough effect; inconclusive means small, poorly fitted or top-dose-only effect, or another doubt; inactive means no such curve, though single readings can be large; an effect the other way counts as inactive or inconclusive. On the % scale 0 is the no-effect control and ±100 the full control effect; potency means the concentration at half of the fitted maximal effect.

Every second line gives: LmPK inh | TbPYK inhibitor | HCV inh | Pf growth 48h | Sm TGR inh | Pf growth 96h
> CCOc1ccccc1-n1c(COc2ccc(C)cc2)nnc1SCC(N)=O
  5% | -4% | -3% | -3% | -19% | ?
> O=C(CN1CCN(Cc2ccccc2)CC1)Nc1cccc(S(=O)(=O)N2CCCCCC2)c1
  13%[11.5 µM] | 2% | ? | ? | 10% | -26%
> CCCNC(=S)N1CCC(C(=O)c2ccc(Cl)cc2)CC1
  -1% | -2% | ? | ? | 89µM* | -3%
> Cc1cccnc1NC(=O)c1cccc(S(=O)(=O)N2CCCc3ccccc32)c1
  -3% | 2% | -25% | ? | 2% | ?
> COc1ccc(/C=C/C(=O)Nc2cc(C)nn2-c2nc3ccccc3n2Cc2cccc([N+](=O)[O-])c2)cc1
  0% | 2% | ? | ? | 4% | 9.3µM*
> COC(=O)c1ccc(NC(=S)NC2CCCCC2C)cc1 (configuration not stated)
  0% | -4% | 6% | 9% | -8% | ?
> COc1ccc(NC(=O)CN2c3cccc4cccc(c34)S2(=O)=O)c(OC)c1
  2% | -2% | ? | ? | -4% | .
> CCCN(CCC)CCCNC(=O)c1cc2c(=O)[nH]c3ccccc3c2s1
  2% | -11% | ? | ? | 29% | ?
> Cc1ccsc1C(=O)NNC(=S)NCC(C)C
  1% | -13% | 4% | 13% | -7% | .
> CC(=O)c1cc(-c2ccc(F)cc2)n(CC(=O)NCc2cccs2)c1C
  -4% | 2% | 6% | 16% | -1% | 68%[activator]
> O=C(Nc1nccs1)c1cc(Cl)nc2ccccc12
  2% | -15% | 5% | 38%[activator] | 9% | 21%
> CCc1ccc(C(=O)NC(CCSC)C(=O)O)cc1 (configuration not stated)
  -4% | -8% | 10% | -6% | 7% | 7%
> COc1nc2ccccc2cc1-c1noc(-c2cccnc2)n1
  1% | . | . | 3% | 0% | ?
> CCCCCn1c(CNC(=O)c2cccs2)nc2ccccc21
  -2% | 0% | -2% | ? | -4% | 0.59µM*
> O=C(N/N=C/c1ccc(-c2cccc(C(F)(F)F)c2)o1)c1ccccc1Br
  -1% | 2% | ? | 1% | -1% | 71%[activator]
> Cc1ccc(C(=O)NNC(=O)C2CCN(c3nccc(C)n3)CC2)cc1
  -1% | -16% | -27% | 8% | -9% | 24%
> Cc1ccc(/C=C/C(=O)OCc2nc(N)nc(Nc3ccccc3C)n2)o1
  2% | -4% | ? | 7% | ? | 0%
> CN(CC(=O)NCCCN1CCOCC1)S(=O)(=O)c1ccc(Br)cc1
  -3% | -4% | 9% | 27% | -3% | 6%
> COc1ccccc1N1CCN(C2CCCN(C(=O)c3cscn3)C2)CC1 (configuration not stated)
  4% | 1% | 8% | 19% | 1% | ?
> C=CCN(C(=O)c1csnn1)C(C(=O)NC1CCCC1)c1c(F)cccc1Cl (configuration not stated)
  -5% | 2% | 13% | -10% | -12% | ?
> CCOc1ccc(S(=O)(=O)NC2CCCC2)cc1C
  -1% | 2% | 13% | -9% | 0% | ?
> CC(=O)n1c2ccccc2c2c1c1ccccc1n2C
  3% | -7% | 2.2µM* | 55%[activator] | -7% | -5%
> N#C/C(=C\c1cccnc1)C(=O)Nc1ccc(S(N)(=O)=O)cc1
  0% | -5% | 17% | 3% | -34% | ?
> CCOC(=O)C1(Cc2cccc(F)c2)CCN(C(=O)C2CCOCC2)CC1
  -4% | -6% | 8% | -6% | 9% | ?
> O=C(/C=C/c1ccc(S(=O)(=O)N2CCOCC2)cc1)NCCCn1ccnc1
  7% | 10% | 24% | 9% | 4% | 8%
> O=C(Cc1cccs1)N/N=C/c1ccc(OCc2ccccc2)cc1
  4% | -1% | ? | -15% | -17% | 12µM*
> CC1=CC(=Cc2sc3ccccc3[n+]2C)C=C(C)O1
  1% | -13% | 5µM* | 0.93µM* | 5% | 30%
> Cc1cccc(NC2=C(Cl)C(=O)OC2NC(=O)c2ccccc2)c1 (configuration not stated)
  14% | -3% | 13% | -4% | 2% | .
> CCS(=O)(=O)c1nc(NC(C)=O)n[nH]1
  -5% | -1% | -7% | 22% | -8% | 24%
> O=C(Nc1ccc(N2CCOCC2)cc1)c1cccnc1
  5% | -2% | -5% | 145%[activator] | -6% | ?

Continued.
Every second line gives: LmPK inh | TbPYK inhibitor | HCV inh | Pf growth 48h | Sm TGR inh | Pf growth 96h
> Cc1noc(C)c1COc1ccccc1C(=O)N1CCN(c2cccc(C(F)(F)F)c2)CC1
  . | 1% | -24% | ? | -10% | ?
> COc1ccc(-c2cc(C(=O)NC3CC3)c3ccccc3n2)cc1
  -4% | -3% | 8% | 43%[activator] | -4% | ?
> O=S(=O)(c1ccccc1)N1CCSC1c1ccco1 (configuration not stated)
  1% | -6% | -11% | 4% | ? | -7%
> COc1ccc(N2C(=NC(=O)C3CCCO3)SC3CS(=O)(=O)CC32)cc1 (configuration not stated)
  -4% | 4% | 9% | 13% | -4% | 42%[activator]
> COCCC(=O)N1CCC(n2nccc2NC(=O)c2ccccc2C)CC1
  0% | -19% | 13% | 14% | 0% | ?
> c1ccc2c(c1)ccc1nnc(-c3ccc4c(c3)OCO4)n12
  0% | 0% | -3% | -7% | 0% | 37%[activator]
> Cc1ccc(S(=O)(=O)NCC(=O)N2CCOCCOCCOCCOCC2)cc1
  -1% | 4% | 11% | 23% | -8% | 13%
> CN(C)S(=O)(=O)c1ccc2c(c1)C(CC(=O)O)NC2=O (configuration not stated)
  -2% | -2% | 0% | -3% | 0% | -17%
> Cc1cc(Cl)ccc1NC(=S)NCCCO
  0% | 4% | 2% | 0% | -25% | 227%[activator]
> O=C(CCC(=O)N1CCN(S(=O)(=O)c2ccc(Cl)cc2)CC1)Nc1ccc(Cl)cc1Cl
  0% | 1% | 6% | 1% | 1% | ?
> CC(=NCc1cccnc1)C1=C(O)c2ccccc2C1=O
  3% | 3% | 11% | ? | -3% | 51%[activator]
> O=C(OCc1nnc(-c2ccccc2)o1)c1cc(S(=O)(=O)N2CCOCC2)ccc1F
  . | -2% | 25% | 12% | -2% | 19%
> COc1ccc(-c2cc(C(=O)NCC3CCCO3)c3cc(C(C)C)ccc3n2)cc1 (configuration not stated)
  -5% | -2% | ? | ? | -19% | 32%[activator]
> COc1ccc(NC(=O)CCN2C(=O)c3ccc([N+](=O)[O-])cc3C2=O)c(OC)c1
  1% | 4% | 20% | 5% | -19% | 43%[activator]
> CCN(Cc1ccccc1)C(=O)C1CCN(Cc2sccc2C)CC1
  -3% | 1% | -1% | 0% | -2% | 0%
> COc1ccc(C2CC(c3c(-c4ccccc4)c4cc(Cl)ccc4[nH]c3=O)=NN2S(C)(=O)=O)cc1 (configuration not stated)
  2% | 3% | 8% | ? | -7% | .
> Cn1c(-c2csc(-c3cccc(C(F)(F)F)c3)n2)n[nH]c1=S
  -5% | ? | 8% | ? | 2% | 0%
> O=C(c1cc(-c2ccc(Br)cc2)nc2ccccc12)N1CCN(c2ccccc2O)CC1
  . | 3% | ? | 5.9µM* | 0% | 5.9µM*
> O=C(O)c1[nH]c2ccccc2c1-c1ccccc1
  5% | 4% | 37%[activator] | . | -1% | 10%
> O=C(Cn1cncn1)NCCC(c1ccccc1)c1ccccc1
  3% | 1% | 0% | 0% | 1% | 30%[activator]
> CCOC(=O)c1[nH]c(C)c(C(=O)NCCc2ccc(OC)cc2)c1C
  2% | -5% | 4% | ? | -18% | 4.7µM*
> COc1ccc2c(c1)c(=O)oc1cc(OCC(=O)NC3CCCCC3)ccc12
  3% | -8% | -9% | 61%[activator] | 6% | 58%[activator]
> CCCNC(=O)COC(=O)CCC(=O)c1ccc(F)cc1
  -1% | 0% | 1% | 21% | 0% | .
> Cc1cccc(NC(=O)CCCn2cc([N+](=O)[O-])cn2)n1
  -1% | -3% | 3% | -1% | -3% | 63%[activator]
> CC1C(=O)N(c2ccc(S(=O)(=O)N(C)C)cc2)C1(/C=C/c1ccccc1)C(=O)NC1CCCC1 (configuration not stated)
  0% | -5% | -29% | 9.3µM* | -4% | 51%[activator]
> COc1ccccc1-c1nc(-c2ccccn2)no1
  4.5µM* | ? | ? | . | 6% | 3%
> CCC(c1nnnn1CCc1ccccc1)N(Cc1ccco1)Cc1cc2cccc(C)c2[nH]c1=O (configuration not stated)
  0% | -4% | ? | ? | -19% | -24%
> O=C(c1ccc2c(c1)OCO2)N1CCC2(CC1)Oc1ccc(F)cc1C(=O)C21CC(c2ccccc2)=NO1 (configuration not stated)
  3% | -4% | -18% | 13µM* | -7% | ?
> O=C(Nc1nnc(C2CC2)o1)c1ccc(S(=O)(=O)N2CCCc3ccccc32)cc1
  6% | -2% | -12% | . | 0% | ?
> COc1ccc(-n2cc(CNC3CCN(C)CC3)c(-c3cccc(F)c3)n2)cc1
  1% | 7% | 11µM* | 1.5µM* | -6% | 55%[activator]

Next section.
Every second line gives: LmPK inh | TbPYK inhibitor | HCV inh | Pf growth 48h | Sm TGR inh | Pf growth 96h
> O=C(O)c1cc(CN2CCOCC2)oc1-c1ccccc1
  -3% | -5% | -4% | 6% | -25% | .
> COC(=O)c1cc(Br)ccc1NC(=O)Nc1ccccc1
  2% | 2% | 4% | 31%[activator] | -10% | 51%[activator]
> CC1CCCCC12NC(=O)N(CC(=O)Nc1ccc(S(=O)(=O)Nc3ncccn3)cc1)C2=O (configuration not stated)
  . | -7% | 26% | 6% | -29% | -18%
> Clc1ccc(-c2c[n+](Cc3ccc(Cl)c(Cl)c3)c3n2CCC3)cc1
  -2% | . | 4% | ? | -4% | ?
> Cc1cccc(N(Cc2ccccc2)C(=O)C2CCN(C(=O)c3ccccc3C)CC2)c1
  . | 4% | ? | 12µM* | -4% | 10µM*
> COC(=O)/C=C1\N/C(=N\c2nc(C)cc(C)n2)N(c2ccccc2)C1=O
  2% | 1% | 3% | ? | ? | ?
> C=CCNC(=O)c1ccc(S(=O)(=O)CC)c(Cl)c1Cl
  -1% | 6% | -3% | 16% | -3% | -11%[5.75 µM]
> CSc1nc(C)cc(C)c1S(=O)(=O)c1ccccc1C
  6% | -5% | ? | -27% | 8% | -3%
> O=C(Cn1cnc2c(oc3nc4c(cc32)CCCC4)c1=O)Nc1cccc(Cl)c1
  -12% | -2% | 25µM* | -17% | -3% | ?
> Cc1cccc(Sc2c(C=O)c3ccccc3n2C)c1
  0% | 3% | ? | 0% | 0% | 7%
> C=CCSc1nc(N)c(C#N)c(-c2ccc(C)cc2)c1C#N
  -1% | 1% | ? | ? | 9% | -13%
> O=C(CCCN1C(=O)/C(=C/c2ccco2)SC1=S)Nc1ccccc1
  6% | -4% | -16% | -2% | -28% | ?
> CCN(CC)S(=O)(=O)c1cccc(N=Nc2sc(N)nc2C)c1
  -3% | -2% | -2% | -10%[0.00184 µM] | -23% | 12µM*
> O=C(CN1C(=O)c2ccccc2C1=O)Nc1ccc(N2CCOCC2)cc1
  -2% | -4% | 0% | 4% | -3% | .

The order is random. Share with any hit: about 16%.
